Screening data deposited in PubChem by Sanford-Burnham Center for Chemical Genomics.
SENP8 block-1 = SENP8 protease inhibitors, primary screen, biochemical, luminescence | purified SENP8, Z-RLRGG-aminoluciferin cleavage | actives 1.2% (n = 330,000) | AID 2540, 2010 | inhibition, % at 10 µM; in the data active means inhibition above about 50%
Apaf-1 inh = inhibitors of human Apaf-1 apoptosome, primary screen, biochemical, DEVD-Rh110 fluorescence, uHTS; AID 489030, 2010; reconstituted apoptosome caspase-3 activity; actives 0.71% (n = 330,000); inhibition, % at 20 µM; active means inhibition of at least 40% at 20 µM;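 further: plate controls were DMSO wells for no effect and DEVD-CHO caspase inhibitor wells for full effect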
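Material: reconstituted apoptosome with Apaf-1, cytochrome c, caspase-9, procaspase-3, dATP. Technique: Rh110 fluorescence intensity. Buffer or medium: pH 7.5 Hepes buffer with CHAPS, BSA, DTT. Times: 30 min plus 50 min, RT.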
SENP8 block-2 = human SENP8 protease inhibitors, primary screen, biochemical, fluorescence, Nedd8 protein substrate, uHTS. Sentrin-specific protease 8 (Homo sapiens), Q96LD8. recombinant SENP8. inhibition, % at 20 µM. actives 0.64% (n = 360,000). AID 602440, 2012; in the data active means inhibition mostly above about 40%, no sharp cut-off; inactive means mostly below about 27%
A3G deaminase = APOBEC3G DNA deaminase inhibitors, primary screen, biochemical, fluorescence, single-stranded DNA substrate, uHTS | DNA dC->dU-editing enzyme APOBEC-3G (Homo sapiens), Q9HC16 | inhibition, % at 20 µM | recombinant A3G, ssDNA deamination FAM/TAMRA fluorescence | actives 0.28% (n = 330,000) | AID 493012, 2011;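 active means inhibition of at least 40% at 20 µM, with no more than 30% in the related APOBEC3A deaminase screen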;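 further: plate controls were DMSO wells with A3G for no effect and wells lacking A3G enzyme for full effect; some compounds called inactive have numbers as strong as hits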
Target sequence (Q9HC16 whole entry, looked up): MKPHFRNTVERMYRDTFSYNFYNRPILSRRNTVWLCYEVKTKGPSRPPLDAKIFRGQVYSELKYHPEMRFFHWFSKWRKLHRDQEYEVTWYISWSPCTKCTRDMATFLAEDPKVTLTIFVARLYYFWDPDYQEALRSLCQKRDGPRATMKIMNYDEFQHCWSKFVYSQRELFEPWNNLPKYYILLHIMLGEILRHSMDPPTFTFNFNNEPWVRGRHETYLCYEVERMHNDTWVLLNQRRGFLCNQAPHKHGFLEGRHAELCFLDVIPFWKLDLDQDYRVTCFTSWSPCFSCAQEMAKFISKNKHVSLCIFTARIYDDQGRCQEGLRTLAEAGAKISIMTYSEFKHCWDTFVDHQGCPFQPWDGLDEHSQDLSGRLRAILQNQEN
SENP7 inh = SENP7 protease inhibitors, primary screen, biochemical, luminescence, uHTS; inhibition, % at 5 µM; actives 1.5% (n = 330,000); recombinant SENP7, Z-RLRGG-aminoluciferin luminescence, 40 min; Sentrin-specific protease 7 (Homo sapiens), Q9BQF6;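 active means inhibition above about 50% at the single test dose, limit read from the data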;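 further: plate controls were DMSO with enzyme for no effect and no enzyme buffer wells for full effect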
Target sequence (Q9BQF6 706-1050 limits assumed): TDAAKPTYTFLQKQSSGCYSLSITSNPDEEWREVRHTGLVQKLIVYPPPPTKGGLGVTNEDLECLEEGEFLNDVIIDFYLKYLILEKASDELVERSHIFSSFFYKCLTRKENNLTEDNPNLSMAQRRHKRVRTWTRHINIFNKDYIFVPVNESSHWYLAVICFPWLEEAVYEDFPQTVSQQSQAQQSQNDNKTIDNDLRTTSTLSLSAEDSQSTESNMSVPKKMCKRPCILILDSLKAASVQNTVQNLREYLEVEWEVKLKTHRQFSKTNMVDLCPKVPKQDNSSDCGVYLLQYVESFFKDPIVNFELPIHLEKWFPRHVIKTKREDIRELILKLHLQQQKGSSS
UBC13 polyUb = UBC13 polyubiquitin chain formation inhibitors, primary screen, biochemical, TR-FRET, uHTS; Ubiquitin-conjugating enzyme E2 N (Homo sapiens), P61088; inhibition, % at 20 µM; actives 0.47% (n = 330,000); in the data active means inhibition above about 45%, passing the limit was not always enough
SENP1 inh = human SENP1 catalytic domain inhibitors, primary screen, biochemical, FRET, uHTS. Sentrin-specific protease 1 (Homo sapiens), Q9P0U3. recombinant SENP1 catalytic domain, CyPet-SUMO1-YPet FRET cleavage. inhibition, % at 10 µM. actives 0.21% (n = 360,000);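 active means inhibition at least 30% at 10 µM, raw YFP signal under a set limit, fluorescence ratio 0.5 to 1.5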;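 further: 0% = enzyme with DMSO and 100% = no enzyme wells; some results filed as inactive read as strong as hits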
Target sequence (Q9P0U3 419-644 limits assumed): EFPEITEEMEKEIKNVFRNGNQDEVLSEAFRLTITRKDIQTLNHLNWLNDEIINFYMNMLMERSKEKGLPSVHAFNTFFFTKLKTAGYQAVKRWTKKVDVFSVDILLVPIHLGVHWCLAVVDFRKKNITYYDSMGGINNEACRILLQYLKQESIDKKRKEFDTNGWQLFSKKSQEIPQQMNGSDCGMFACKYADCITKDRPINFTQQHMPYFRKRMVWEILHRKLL
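Test system: human SENP1 catalytic domain; medium: Tris pH 8 buffer plus EDTA, NaCl, BME, BSA, NP40, catalase; incubation: 50 min reaction at room temperature; technique: FRET, CFP and YFP emission; controls: no-enzyme low control and enzyme-plus-DMSO high control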
SENP6 inh = SENP6 protease inhibitors, primary screen, biochemical, luminescence, uHTS; Sentrin-specific protease 6 (Homo sapiens), Q9GZR1; Recombinant SENP6 catalytic domain, aminoluciferin luminescence; inhibition, % at 10 µM; actives 1.8% (n = 330,000); AID 2599, 2010;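 active means inhibition above about 50% at the single tested dose, limit read from the data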;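 further: plate controls were DMSO wells with enzyme for no effect and DMSO wells lacking enzyme for full effect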
* hit, by the source's call; i = inactive; . = not tested or not shown.

SMILES	SENP8 block-1	Apaf-1 inh	SENP8 block-2	A3G deaminase	SENP7 inh	UBC13 polyUb	SENP1 inh	SENP6 inh
O=C(O)C1CCC(Cn2c(SCc3cc(=O)n4cc(Br)ccc4n3)nc3ccsc3c2=O)CC1 (stereo not drawn)	-4	2	-105	-6	-6	-46	0	-11
O=C(Nc1ccccc1O)c1cccc(S(=O)(=O)N2CCOCC2)c1	-2	1	5	-5	-3	1	1	-4
CCOc1cc(CN2CCCCC2)ccc1OC	1	-2	13	-1	-4	-4	3	-20
Nc1ccccc1C(=O)/C=C/c1ccc2c(c1)OCO2	66*	13	-7	-6	94*	-6	-3	84*
CCCN1CCN(CCCNC(=O)CN2C(=O)c3cccnc3Oc3ccc(Cl)cc32)CC1	-6	17	17	2	-2	-3	1	21
O=C(Cn1c(=O)sc2ccccc21)N1CCOCC1	8	-11	3	-3	-4	0	3	18
Cc1ccccc1C(=O)Oc1ccccc1C(=O)N1CCOCC1	-1	7	20	-5	8	3	-1	8
CCOC(=O)c1cccc(NC(=O)CSc2nnc(CNc3ccc(C)cc3)n2CC)c1	-9	7	10	-6	-3	-5	1	-1
Cc1cc(=O)[nH]c(SCC(=O)NCc2ccco2)n1	3	11	5	18	3	-5	1	-9
O=C(COc1ccc(Cl)cc1Cl)NN1C(=O)C2C3C=CC([C@@H]2C1=O)C31CC1 (stereo partly drawn)	-6	-1	10	-6	2	4	-3	-17
Cc1ccsc1C(=O)OCC(=O)NCc1ccco1	-7	-13	14	-7	-3	13	-1	-16
Fc1ccc(-n2cc(-c3ccccc3)c3c(NN4CCOCC4)ncnc32)cc1	3	5	7	3	4	1	2	5
CC(C)NC(=O)CCc1nnc(Cc2cccc(C(F)(F)F)c2)o1	0	10	3	0	10	3	0	-15
NC(=O)N/N=C/C=C/c1ccccc1	2	-1	7	-11	3	-4	1	3
Cc1[nH]n(-c2ccccc2)c(=O)c1/C=N/c1nn[nH]n1	-7	26	28	1	15	-9	2	12
O=C(COC(=O)/C=C/c1cccc(F)c1)Nc1ccc(Cl)cn1	2	-11	3	-8	8	9	1	-3
CCOC(=O)COc1ccc2c(=O)c(-c3ccc(OC)c(OC)c3)c(C(=O)OCC)oc2c1	-6	1	10	-6	3	-4	2	-4
Cc1noc(C)c1COc1cccc(C(=O)NCc2cccc(Cl)c2)c1	-6	5	12	0	-7	3	-1	-6
CCOC(=O)c1c(NC(NC(C)=O)C(Cl)(Cl)Cl)sc2c1CCCC2 (stereo not drawn)	2	21	14	3	5	12	0	12
Cc1ccc(/C=N/NC(=O)CN(Cc2ccccc2)S(=O)(=O)c2ccc3c(c2)OCCO3)cc1	-7	3	9	-5	5	0	6	-9

Copied from the list.
A3G deaminase with Cc1ccc(/C=N/NC(=O)CN(Cc2ccccc2)S(=O)(=O)c2ccc3c(c2)OCCO3)cc1 stands at -5
SENP6 inh with O=C(COC(=O)/C=C/c1cccc(F)c1)Nc1ccc(Cl)cn1 stands at -3
SENP1 inh with O=C(O)C1CCC(Cn2c(SCc3cc(=O)n4cc(Br)ccc4n3)nc3ccsc3c2=O)CC1 (stereo not drawn) stands at 0
SENP8 block-2 with Nc1ccccc1C(=O)/C=C/c1ccc2c(c1)OCO2 stands at -7
UBC13 polyUb with CCOc1cc(CN2CCCCC2)ccc1OC stands at -4

Next part.
SMILES	SENP8 block-1	Apaf-1 inh	SENP8 block-2	A3G deaminase	SENP7 inh	UBC13 polyUb	SENP1 inh	SENP6 inh
COc1ccc(NC(=O)NNC(=O)c2ccc(Cl)cc2Cl)cc1OC	3	-8	14	-9	1	-6	5	26
CCOC(CC(=O)NNC(=O)c1c(-c2c(Cl)cccc2Cl)noc1C)OCC	2	3	18	-1	0	6	2	-15
COCCNC(=S)NNc1ccc(Cl)c(C(=O)O)c1	0	-7	30	12	9	20	-1	4
CCn1c(SCC(=O)Nc2ccc(C)cc2)nnc1-c1cnccn1	4	2	5	0	-2	-6	-3	-14
COc1ccccc1NC(=O)Nc1ccccc1C(N)=O	-6	i	2	-2	5	7	1	-15
CN(CC(=O)Nc1ccc(F)c(F)c1F)C(=O)Cc1ccc2c(c1)OCCO2	-1	4	1	6	13	-8	1	-16
CC1CN(C2CCCCC2)c2nc3c(c(=O)[nH]c(=O)n3C)n2C1 (stereo not drawn)	-14	2	21	-7	12	-3	0	-1
O=C(Nc1ccc(N2CCN(C(=O)c3cccs3)CC2)cc1)c1cccc(F)c1	-5	6	16	-5	-2	3	2	-7
CC(C)CC(=O)N=Nc1c(O)[nH]c2ccccc12	-1	7	0	0	8	-15	2	-7
CCOc1ccc(N=CC2=C(O)CC(c3ccco3)CC2=O)cc1 (stereo not drawn)	2	4	-84	-7	4	0	-2	2
Cc1cc(S(=O)(=O)Nc2ccc(C(=O)NCC3CCCO3)cc2)ccc1F (stereo not drawn)	12	-9	23	-2	-1	13	3	-5
N#CCCNC(=O)CCN1CCCCC1	7	-12	16	-8	2	2	0	-13
COc1ccccc1CNCC(=O)Nc1ccc(N2CCOCC2)cc1	-4	5	29	-1	10	0	1	-6
O=C(Nc1ccncc1)c1ccc2ncsc2c1	-11	-2	-71	-6	8	3	-13	-18
O=C(NCCc1ccccc1)C(NS(=O)(=O)c1cccc2nsnc12)c1ccccc1 (stereo not drawn)	-2	4	10	-11	5	3	1	-3
Cc1cc(Cl)ccc1NC(=S)NCc1ccccc1Cl	-6	11	6	4	-3	-9	0	3
CCc1ccccc1NC1=CC(=O)CC(C)(C)C1	3	0	1	6	6	-2	1	-14
CCOc1ccc(NC(=O)CN(C)C(=O)c2cc(C)on2)cc1OCC	10	-5	7	2	4	10	2	6
Cc1ccc2nc(SCC(=O)Nc3nonc3C)[nH]c2c1	0	4	11	2	9	3	2	-8
CCOC(=O)c1c(C)nc2c(c(SC)nn2-c2ccccc2)c1N	3	10	-401	-4	-1	25	3	1
O=C(N/N=C/c1ccccc1O)c1ccncc1	-5	1	-1	0	5	-10	19	-2
Cc1cc(C(=O)NC(C)C2CCCO2)cs1 (stereo not drawn)	-9	-6	8	-3	-4	1	1	-6
Nc1cc(=O)[nH]c(SCC(=O)N2CCC(Cc3ccccc3)CC2)n1	2	8	-2	-4	7	4	-8	10
CCN(CC(=O)NCc1ccc(Cl)cc1)Cc1cc(=O)n2ccsc2n1	6	-3	-50	-3	4	-9	-2	1
Cc1ccc(S(=O)(=O)NC2(C(F)(F)F)NC(=O)N(c3ccc(F)cc3)C2=O)cc1 (stereo not drawn)	2	8	3	-5	-1	2	2	24
COc1ccc(CNC(=O)[C@@H](NC(=O)C2CCN(C(=O)[C@@H](N)Cc3ccccc3)CC2)C(C)C)cc1	2	-10	54*	-9	6	3	-2	2
Cc1cc(C)cc(NC(=S)/N=C(\N)Nc2nc(C)c3ccccc3n2)c1	-10	7	5	-4	1	-7	-2	-12
N#C/C(=C(/O)c1ccc(C(=O)c2ccccc2)cc1)c1nc2ccccc2[nH]1	7	-4	-53	7	-1	4	-3	-1
CC1(C)C/C(=N\O)c2cc3c(nc2C1)CCCC3	-1	-7	13	-4	3	8	0	11
O=C1NC(=O)C(CC(=O)N(Cc2ccco2)C2(C(=O)NC3CCCCC3)CCCCC2)N1 (stereo not drawn)	-4	-6	5	-1	-4	-3	-2	-4
Cc1ccc(CN(CC(=O)NC(C)(C)C)C(=O)CNC(=O)c2cccs2)cc1	4	-10	2	-7	9	1	1	9
COc1ccc(OCC(=O)NCCc2c[nH]c3ccccc23)cc1	2	5	6	-8	5	7	0	-6
O=C(N/N=C/c1cc([N+](=O)[O-])ccc1Cl)c1cc(-c2ccccc2)nc2ccccc12	-4	-11	41*	-6	-4	-12	1	-21
Cc1nn2c(c1-c1ccccc1)N=C(c1ccco1)CC2c1ccccc1 (stereo not drawn)	1	18	-7	-3	-6	-1	39*	-8
CCCc1cc(C(=O)Nc2cc(C)on2)no1	-3	2	2	-6	-7	-6	1	-2
CCN(CC)C(=O)C[n+]1cccc(/C=N/O)c1	-8	0	10	-3	-1	-14	0	-20
Cc1ccc(C(=O)c2cc([N+](=O)[O-])ccc2N2CCOCC2)cc1C	-8	14	14	-3	-11	-10	-3	-8
CCOC(=O)C(=Cc1ccc(F)cc1)C(=O)OCC	-6	-1	.	8	2	6	.	-16
Cc1nc(NC(=O)CSc2nnc(N)s2)c(Cl)cc1Cl	-6	1	5	-7	-5	-13	-6	-4
CNC(=O)c1cn(-c2ccccc2)c(=O)c2ccccc12	-15	-3	-14	-5	-11	-7	2	-9
O=C1CC(c2cccc(F)c2)c2c(c3ccccc3[nH]c2=O)O1 (stereo not drawn)	6	1	-24	-6	1	2	3	0
CC(=O)Nc1ccc(-n2nnnc2SCC(=O)Nc2cccc(NC(=O)c3ccco3)c2)cc1	-2	-33	17	-2	-2	12	0	-6
Cc1[nH]c2ccccc2c1C(=O)COC(=O)C1CCC(=O)N1 (stereo not drawn)	5	-10	9	-5	-3	0	-1	8

Structural class, the entries above with a nitro group on carbon
SMILES	SENP8 block-1	Apaf-1 inh	SENP8 block-2	A3G deaminase	SENP7 inh	UBC13 polyUb	SENP1 inh	SENP6 inh
O=C(N/N=C/c1cc([N+](=O)[O-])ccc1Cl)c1cc(-c2ccccc2)nc2ccccc12	-4	-11	41*	-6	-4	-12	1	-21
Cc1ccc(C(=O)c2cc([N+](=O)[O-])ccc2N2CCOCC2)cc1C	-8	14	14	-3	-11	-10	-3	-8

At a glance, some entries already given.
SMILES	SENP8 block-1	Apaf-1 inh	SENP8 block-2	A3G deaminase	SENP7 inh	UBC13 polyUb	SENP1 inh	SENP6 inh
O=C1CC(c2cccc(F)c2)c2c(c3ccccc3[nH]c2=O)O1 (stereo not drawn)	6	1	-24	-6	1	2	3	0
CC(=O)Nc1ccc(-n2nnnc2SCC(=O)Nc2cccc(NC(=O)c3ccco3)c2)cc1	-2	-33	17	-2	-2	12	0	-6
Cc1[nH]c2ccccc2c1C(=O)COC(=O)C1CCC(=O)N1 (stereo not drawn)	5	-10	9	-5	-3	0	-1	8

Whole records, looked up by structure. Screens in order: SENP8 block-1 | Apaf-1 inh | SENP8 block-2 | A3G deaminase | SENP7 inh | UBC13 polyUb | SENP1 inh | SENP6 inh
O=C(Cn1c(=O)sc2ccccc21)N1CCOCC1 reads 8 | -11 | 3 | -3 | -4 | 0 | 3 | 18
O=C1CC(c2cccc(F)c2)c2c(c3ccccc3[nH]c2=O)O1 (stereo not drawn) reads 6 | 1 | -24 | -6 | 1 | 2 | 3 | 0
